ARNT-TACC3 inh: ARNT/TACC3 interaction disruption; Q9Y6A5; AlphaScreen His-ARNT PAS-B/GST-TACC3 binding, luminescence; TACC3 fragment carries E629A point mutation; inhibition, % at 9.99 µM; hit rate 0.66% among 390,000;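 active = mean inhibition of replicates at least 50% and at least half of replicates each reaching 50%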;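 note: 0% = complete ARNT plus TACC3 wells and 100% = ARNT alone without TACC3; many hits fall short of the cut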
RAD54 inh: blocks human RAD54 Holliday junction branch migration; Q92698; FAM/BHQ fluorescence; inhibition, % at 10.4 µM; hit rate 0.14% among 360,000; AID 602329;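 active = mean normalized replicate activity at least 40 and at least half of replicates scoring 40 or more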;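 note: 0% = median of neutral control wells and 100% = median of positive control wells; inhibitors cause a drop in the FAM fluorescence signal; in these data hits start at about 50%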
Casp6 inh: inhibitors of human caspase-6. purified caspase-6, Z-VEID-R110 cleavage fluorescence. P55212. inhibition, % at 12.5 µM. hit rate 0.53% among 350,000;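 active = mean inhibition across replicates at least about 35%, with every replicate also reaching that limit, limit read from the data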;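 note: 0% = median of neutral control wells and 100% = no fluorescence left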
Target sequence (P55212 24-179 limits assumed): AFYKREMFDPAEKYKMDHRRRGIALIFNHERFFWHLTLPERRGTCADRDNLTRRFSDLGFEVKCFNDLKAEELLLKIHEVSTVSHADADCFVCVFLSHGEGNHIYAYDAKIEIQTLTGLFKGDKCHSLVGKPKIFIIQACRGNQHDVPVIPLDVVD
Target sequence (P55212 194-293 limits assumed): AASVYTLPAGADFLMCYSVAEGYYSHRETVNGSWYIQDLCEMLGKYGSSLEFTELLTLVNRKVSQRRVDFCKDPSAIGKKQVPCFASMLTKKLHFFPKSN
E-selectin induc: induces E-selectin expression in human endothelial cells | P16581 | HUVEC E-selectin immunofluorescence imaging; normalized: neutral wells 0, TNF-alpha wells 100 | activation, % at 7.58 µM | hit rate 0.37% among 260,000 | AID 686992;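 active = mean E-selectin-positive cell signal at least 10% of the positive control, reached in at least 60% of replicates, without over 20% cell loss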;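 note: in these data hits start at about 27%; measured in HUVEC primary endothelial cells; signal is the percent of cells scored E-selectin positive by PE staining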
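System: HUVEC / Compound: single concentration / Signal: immunofluorescence imaging / Read-out: percent E-selectin-positive cells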
ERp5 inh: ERp5 (human) disulfide isomerase inhibition; ERp5 insulin aggregation, absorbance 650 nm, 90 min; inhibition, % at 9.99 µM; hit rate 0.05% among 350,000; AID 651711;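 active = mean replicate inhibition above about 25%, with every replicate also reaching it, limit read from the data, passing the limit was not always enough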
RAD52 inh: RAD52 (human) annealing inhibition; inhibition, % at 18.7 µM; P43351; AID 651710; hit rate 0.46% among 360,000; recombinant RAD52 DNA annealing, FRET fluorescence;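 active = every replicate showing at least 50% inhibition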
Target sequence (P43351 whole entry, looked up): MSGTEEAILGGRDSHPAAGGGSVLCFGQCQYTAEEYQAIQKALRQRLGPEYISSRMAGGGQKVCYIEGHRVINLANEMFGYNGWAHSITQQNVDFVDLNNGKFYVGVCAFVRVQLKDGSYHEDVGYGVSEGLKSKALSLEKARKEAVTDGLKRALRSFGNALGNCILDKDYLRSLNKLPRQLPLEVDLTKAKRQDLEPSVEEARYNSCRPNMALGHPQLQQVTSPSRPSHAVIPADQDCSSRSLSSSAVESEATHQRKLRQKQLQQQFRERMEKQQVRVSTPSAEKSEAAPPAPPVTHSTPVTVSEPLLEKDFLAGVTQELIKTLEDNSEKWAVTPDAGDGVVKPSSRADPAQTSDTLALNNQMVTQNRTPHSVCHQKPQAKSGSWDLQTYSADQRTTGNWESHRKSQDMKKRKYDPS
esBAF inh: SWI/SNF esBAF complex inhibition. hit rate 2% among 350,000. mouse ES cells, Bmi1-luciferase knock-in reporter, 24 h; 100% = twice the neutral-well signal. reporter increase, % at 12.5 µM. AID 602393; in the data active = activation above about 40%;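 note: 0% = median of the plate's neutral control wells and 100% = double that signal; a rise in the Bmi1 reporter signal indicates esBAF inhibition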
PglD inh: PglD (C. jejuni) enzyme inhibition. hit rate 0.098% among 360,000. purified PglD enzyme, DTNB colorimetric CoA detection. inhibition, % at 12.5 µM; in the data active = inhibition above about 16%, passing the limit was not always enough; note: strong numbers were not always called active
* hit, by the source's call; . = not tested or not shown.

SMILES	ARNT-TACC3 inh	RAD54 inh	Casp6 inh	E-selectin induc	ERp5 inh	RAD52 inh	esBAF inh	PglD inh
C[C@@H]1CCCCO[C@H](CN(C)C(=O)Nc2ccccc2)[C@@H](C)CN([C@H](C)CO)C(=O)c2cc(NC(=O)c3ccncc3)ccc2O1	-2	2	2	.	1	3	2	-2
COC(=O)c1ccccc1-c1ccc(/C=N/NC(N)=O)o1	-7	-4	-5	0.6	1	-10	2	-4
Cc1ccc(S(=O)(=O)N2CCC(C(=O)OCC(=O)N3CCc4ccccc43)CC2)cc1	-2	21	.	.	.	.	-9	1
Cn1c(=O)c2c(SCc3c(F)cccc3Cl)nc(CC(C)(C)C)nc2n(C)c1=O	-1	12	-1	.	0	-10	6	2
CCc1ccc(N2C(=O)CN(CC(=O)OC)C2=S)cc1	-2	.	-1	.	-1	0	.	.
CCc1nc2ccc(C(=O)NCCCN3CCCC3=O)cn2c1N(C)Cc1ccc(OC)cc1	.	-3	1	0.1	3	-11	0	0
C[C@@H]1CCCCO[C@H](CN(C)C(=O)Nc2cccc3ccccc23)[C@H](C)CN([C@@H](C)CO)C(=O)c2cc(NC(=O)c3ccncc3)ccc2O1	2	-6	3	0.5	6	-13	27	1
COCCNC(=O)CSc1nc2cc(OC)c(OC)cc2c(=O)n1CCC1=CCCCC1	-26	1	.	.	.	.	8	0
Cc1ccn2cc(CCNC(=O)COc3ccccc3)nc2c1	0	.	-6	-0.7	3	-8	4	.
C[C@H]1CN([C@@H](C)CO)C(=O)c2cc(-c3cncnc3)cnc2O[C@H]1CN(C)C(=O)Cc1cccnc1	-4	-12	1	-0.1	-1	9	-2	2
COc1ccc(NS(=O)(=O)c2ccc(N3CCOCC3)c(NC(=O)/C=C/C(=O)O)c2)cc1	-4	11	11	-0.1	2	-17	2	-7
Cc1cc(C)c2c(N)c(C(=O)Nc3ccccc3Br)sc2n1	-1	-6	2	.	0	-3	61*	0
Cc1ccc(C)c(OCCn2cc(C(=O)O)c3ccccc32)c1	.	.	-2	6.4	5	-8	.	.
CO[C@@H]1CN(C)C(=O)c2cc(NS(C)(=O)=O)ccc2OC[C@@H](C)N(Cc2nccs2)C[C@H]1C	-6	-19	-1	0.3	-4	-9	1	-2
Cc1nc2ccc(NC(=O)C3(C)CCCN(C(C)C)C3)cc2o1 (stereo not given)	.	-1	1	-0.1	1	0	-3	2
CCCCc1nc(SCC(=O)Nc2ncccn2)n[nH]1	2	0	0	.	8	-6	1	2
O=[N+]([O-])c1ccc(N/N=C2\CC3CC=CC23)cc1 (stereo not given)	22	.	4	-0.3	1	-16	.	.
Cc1ccn2c(C(=O)N/N=C\c3cccs3)c(C)nc2c1	9	-8	.	.	.	.	8	-7
CCCCC1CCC(C(=O)Nc2ccc(S(=O)(=O)Nc3nccs3)cc2)CC1 (stereo not given)	-3	2	4	.	-1	-5	-3	-10
COc1ccc(-c2ccc(C3[C@H]4CNC[C@@H]3N4Cc3cc(F)ccc3F)cc2)cc1 (stereo not given in full)	.	.	1	0.1	-1	47	.	.
N#Cc1ccc(OCC(=O)OCC(=O)Nc2ccc(N3CCOCC3)cc2)cc1	-4	.	-1	.	2	-11	.	.
CC(=O)N1CCCc2ccc(NS(=O)(=O)c3ccc(C)cc3)cc21	2	0	2	.	1	16	-3	-2
COc1ccc(OCC(=O)NN2Cc3ccccc3C2=N)cc1	-2	-8	.	.	.	.	-4	5
O=C(NCCN1CCCCCC1)C1CC(=O)N(CCc2ccccc2)C1 (stereo not given)	11	-1	-74	.	4	-14	-2	0
CC(=O)c1cccc(-c2ccnc3c2CC(C(=O)Nc2cccc(NS(C)(=O)=O)c2)O3)c1 (stereo not given)	.	7	4	-0.3	1	-12	-14	1

Some of the entries so far, with bars between the fields:
smiles | ARNT-TACC3 inh | RAD54 inh | Casp6 inh | E-selectin induc | ERp5 inh | RAD52 inh | esBAF inh | PglD inh
C[C@@H]1CCCCO[C@H](CN(C)C(=O)Nc2cccc3ccccc23)[C@H](C)CN([C@@H](C)CO)C(=O)c2cc(NC(=O)c3ccncc3)ccc2O1 | 2 | -6 | 3 | 0.5 | 6 | -13 | 27 | 1
COCCNC(=O)CSc1nc2cc(OC)c(OC)cc2c(=O)n1CCC1=CCCCC1 | -26 | 1 | . | . | . | . | 8 | 0
Cc1ccn2cc(CCNC(=O)COc3ccccc3)nc2c1 | 0 | . | -6 | -0.7 | 3 | -8 | 4 | .
C[C@H]1CN([C@@H](C)CO)C(=O)c2cc(-c3cncnc3)cnc2O[C@H]1CN(C)C(=O)Cc1cccnc1 | -4 | -12 | 1 | -0.1 | -1 | 9 | -2 | 2
COc1ccc(NS(=O)(=O)c2ccc(N3CCOCC3)c(NC(=O)/C=C/C(=O)O)c2)cc1 | -4 | 11 | 11 | -0.1 | 2 | -17 | 2 | -7

(continued)
SMILES	ARNT-TACC3 inh	RAD54 inh	Casp6 inh	E-selectin induc	ERp5 inh	RAD52 inh	esBAF inh	PglD inh
NS(=O)(=O)c1ccc(NC(=S)NC(=O)c2ccc3c(c2)OCO3)cc1	-1	-13	-1	.	4	-16	33	5
Cc1cc(Nc2ccc(C)c(C)c2)c2ccccc2n1	0	28	-2	0.2	-3	12	-4	-4
CC1(C(=O)NS(=O)(=O)c2ccc3c(c2)CCO3)CCN1C(=O)COc1ccc(Cl)cc1 (stereo not given)	.	13	1	-0.1	5	-8	2	1
COc1ccc2cc3cc(C(=O)N4CCN(c5ccccn5)CC4)oc3nc2c1	0	7	2	.	5	-4	-1	0
COc1ccc(NC(=O)Nc2ccc3c(c2)C(=O)N([C@@H](C)CO)C[C@@H](C)[C@@H](CN(C)Cc2ccccc2)OCCCC[C@H](C)O3)cc1	5	-2	0	0.0	1	41	5	-7
CCNC(=O)N1CCC(n2nccc2NC(=O)CCCc2ccccc2)CC1	-4	-6	1	-0.1	0	-12	3	1
CN1CCN(S(=O)(=O)c2ccc(NC(=O)COc3ccccc3)cc2)CC1	.	.	-2	0.0	0	-11	.	.
Cc1ccc(N2C(=O)NC(NS(=O)(=O)c3ccc(C)cc3)(C(F)(F)F)C2=O)cc1 (stereo not given)	-4	-5	-3	3.6	0	-6	2	-4
CCCC(=O)NC(c1ccccc1)c1ccc2cccnc2c1O (stereo not given)	61*	7	-3	0.0	-1	14	-58	7
O=C(/C=C/c1ccccc1)Nc1cccc(C(=O)NCCCCc2ccccc2)c1	-9	1	-4	0.5	4	-3	43*	1
COC(=O)C1CCN(C(c2ccc(OC)c(OC)c2)c2sc3nc(C)nn3c2O)CC1 (stereo not given)	-2	10	-1	.	1	6	0	0
Cc1ccc(C(=O)N/C(=C\c2ccccc2)C(=O)NCc2cccnc2)cc1	-3	.	-1	.	0	-18	.	.
Cc1ccc(C)c(N2N=C(C(=O)Nc3ccc(S(=O)(=O)N4CCCC4)cc3)CCC2=O)c1	-3	-2	0	-0.2	-1	-12	-2	4
Cc1ccc(C)c(NC(=O)CCc2ccc(S(=O)(=O)NC3CCCCC3)cc2)c1	-4	6	.	.	.	.	5	-10
CCC1CCCCN1S(=O)(=O)c1ccc(NC(=O)c2cccnc2)cc1 (stereo not given)	-2	3	-1	0.3	-13	-16	12	0
COCC(=O)N1CCCCN2[C@H](C1)[C@@H](c1ccc(C#Cc3ccccc3)cc1)[C@@H]2CO	-7	-1	-2	-0.5	-2	-9	3	3
COc1cccc(-c2ccc3n(c2=O)C[C@@H]2[C@@H](CO)[C@H](C(=O)NC4CCC4)N(S(C)(=O)=O)[C@H]32)c1	-13	4	-4	-0.3	3	1	-1	2
COc1cc(OC)c(C2N(c3ccc(Cl)cc3)C(=O)C3CCCN32)cc1OC (stereo not given)	7	-9	1	.	4	-59	-7	-1
O=C(CCS(=O)(=O)c1ccccc1)N1CCN(c2cccc(C(F)(F)F)c2)CC1	0	-1	-2	-4.5	-11	-16	9	-3
C=CCC[C@H](Cc1ccc(F)cc1)C(=O)OC[C@@H](NC(=O)[C@@H](CC=C)CC(=O)N(CCO)Cc1ccccc1)C(C)(C)C	3	10	1	0.0	-2	-7	-2	1
CC(=O)N(C)C[C@@H]1Oc2ncc(-c3ccc(C)cc3)cc2C(=O)N([C@H](C)CO)C[C@@H]1C	-4	5	-1	0.7	10	-9	-2	-1
CCOc1ccc(C(=O)NC2CCN(C(=O)Nc3ccc(F)cc3)CC2)cc1	1	-2	-2	.	-2	1	4	-11
Cc1occc1C(=O)NNS(=O)(=O)c1ccc([N+](=O)[O-])cc1	.	0	2	0.0	-11	-7	-1	3
CCN1C[C@@H]2[C@@H]3C(=O)N(C)C(=O)[C@@H]3[C@](C)(C1=O)N2C(=O)c1ccc(C(F)(F)F)cc1	.	4	7	0.1	8	-57	5	-1
O=C(NCc1ccc2c(c1)OCO2)C1CCCN1S(=O)(=O)c1ccc(F)cc1 (stereo not given)	-17	5	-1	.	-1	-10	.	3
The listing continues:
SMILES	ARNT-TACC3 inh	RAD54 inh	Casp6 inh	E-selectin induc	ERp5 inh	RAD52 inh	esBAF inh	PglD inh
COC(=O)CNC(=O)CSc1nnc(C)c(=O)[nH]1	-8	-4	.	0.1	.	.	.	-3
Cc1cccc(Nc2nc(C)nc3c2oc2ccccc23)c1	-1	2	1	3.5	2	7	6	1
Cn1cc(CN2CCC(C(=O)Nc3cccc(-c4cscn4)c3)CC2)cn1	-1	-4	-4	0.8	5	-22	-8	2
CCOC(=O)N1CCC(Nc2nc(OC)nc(OC)n2)CC1	-2	-7	.	.	.	.	0	0
CCN(CC(=O)Nc1c(F)cccc1F)C(=O)/C=C/c1ccc(Br)s1	0	-1	3	.	-2	-20	-2	-1
C[C@@H]1CN([C@@H](C)CO)S(=O)(=O)c2ccc(C3=CCCC3)cc2O[C@@H]1CN(C)S(=O)(=O)c1cn(C)cn1	-5	-4	1	0.7	-2	6	2	4
CN(C(=O)COC(=O)c1ccc2c(c1)OCO2)C1CCCCC1	0	-8	2	-0.2	4	-4	33	-1
C[C@H]1CN([C@@H](C)CO)C(=O)c2cccc(NC(=O)c3ccc(-c4nccs4)cc3)c2O[C@H]1CN(C)Cc1ccc(C(F)(F)F)cc1	11	-4	6	-2.5	6	3	-5	6
OC(CNCc1ccccc1)Cn1ccc2ccccc21 (stereo not given)	0	-3	-6	20	1	-1	3	-3
CCN(CC(=O)Nc1ccccc1C(F)(F)F)C(=O)c1cc(-c2ccccc2)nn1-c1ccccc1	.	.	0	0.3	-1	-15	.	.
CO[C@H]1CN(C)C(=O)c2ccc(NS(=O)(=O)c3cccc(Cl)c3)cc2OC[C@H](C)NC[C@@H]1C	.	.	-1	0.1	6	-4	.	.
Cc1ccccc1C(=O)N1CCN(c2ccc(NC(=O)c3ccc4c(c3)OCCO4)cc2)CC1	-4	8	0	-0.1	-3	-7	.	.
COCc1nnc(NC(=O)c2ccc(S(=O)(=O)N(C)Cc3ccccc3)cc2)o1	49*	3	9	.	0	-16	1	2
Cc1ccc(C(=O)NCC(=O)OCC(=O)NC2CCCC(C)C2C)s1 (stereo not given)	-1	-3	10	3.0	4	-22	1	-2
COC(=O)CSc1nc2ccc(N)cc2s1	-4	-1	-1	12	0	-18	4	5
Cc1noc(C)c1S(=O)(=O)N(C)C[C@@H]1Oc2c(NC(=O)c3cnccn3)cccc2C(=O)N([C@@H](C)CO)C[C@@H]1C	.	-1	-3	0.0	-2	-5	-6	4
CCN(c1ccccc1)S(=O)(=O)c1cccc(C(=O)NCC(c2ccc(F)cc2)N2CCOCC2)c1 (stereo not given)	-1	-3	-172	-1.9	7	0	5	-1
CC(C)NC(=O)Nc1cccc2c1O[C@H](CN(C)Cc1ccc(C(=O)Nc3ccccc3N)cc1)[C@H](C)CN([C@H](C)CO)C2=O	.	.	1	-2.8	3	-4	.	.
CC1(C)CC2(CCO1)CNC(=O)O2 (stereo not given)	-5	-1	.	.	.	.	-1	-9

Structural class: those above containing bromine
SMILES	ARNT-TACC3 inh	RAD54 inh	Casp6 inh	E-selectin induc	ERp5 inh	RAD52 inh	esBAF inh	PglD inh
Cc1cc(C)c2c(N)c(C(=O)Nc3ccccc3Br)sc2n1	-1	-6	2	.	0	-3	61*	0
CCN(CC(=O)Nc1c(F)cccc1F)C(=O)/C=C/c1ccc(Br)s1	0	-1	3	.	-2	-20	-2	-1

Compound activity: PubChem, Broad Institute

Hits appear at their usual frequency, and some 3.2% of all compounds hit somewhere here.
